EPAC1 antagonist – EPAC1 (human) antagonism; O95398; EPAC1 GEF assay, Rap1b-BODIPY-GDP exchange fluorescence; Potency, µM (top dose mostly 115 µM), for inactives: at the top dose activity change, negative = inhibition, most hits filed as inhibitors; 360,000 tested, 0.14% active;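 also: potency is read from the fitted curve at half-maximal effect; plate controls were vehicle for no effect and positive control for full effect; nearly all actives have a fitted effect of over 50% in size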
Target sequence (O95398 whole entry, looked up): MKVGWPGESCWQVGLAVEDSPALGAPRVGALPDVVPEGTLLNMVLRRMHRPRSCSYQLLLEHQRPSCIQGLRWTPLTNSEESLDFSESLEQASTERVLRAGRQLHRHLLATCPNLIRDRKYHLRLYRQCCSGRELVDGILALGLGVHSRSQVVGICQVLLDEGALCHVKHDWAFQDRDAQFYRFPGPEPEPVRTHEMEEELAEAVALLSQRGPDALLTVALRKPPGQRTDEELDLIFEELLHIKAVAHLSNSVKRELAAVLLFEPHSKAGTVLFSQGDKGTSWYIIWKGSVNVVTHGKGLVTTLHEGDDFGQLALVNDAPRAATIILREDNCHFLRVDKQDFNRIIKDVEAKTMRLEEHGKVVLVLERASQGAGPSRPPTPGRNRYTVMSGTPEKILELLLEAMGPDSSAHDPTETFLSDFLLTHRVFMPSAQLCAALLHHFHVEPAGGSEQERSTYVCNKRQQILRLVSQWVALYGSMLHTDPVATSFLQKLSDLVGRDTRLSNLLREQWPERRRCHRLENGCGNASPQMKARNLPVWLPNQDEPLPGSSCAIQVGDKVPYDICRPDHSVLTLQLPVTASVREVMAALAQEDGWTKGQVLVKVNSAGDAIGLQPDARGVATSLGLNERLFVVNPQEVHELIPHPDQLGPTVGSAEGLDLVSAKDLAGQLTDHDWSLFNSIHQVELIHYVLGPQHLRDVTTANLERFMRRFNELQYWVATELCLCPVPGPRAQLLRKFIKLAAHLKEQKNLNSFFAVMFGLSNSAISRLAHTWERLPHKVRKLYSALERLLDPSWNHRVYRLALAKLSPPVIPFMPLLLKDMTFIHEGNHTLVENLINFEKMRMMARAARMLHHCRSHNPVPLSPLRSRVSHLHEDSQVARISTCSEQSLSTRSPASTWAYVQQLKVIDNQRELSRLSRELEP
IL-2 act – activates IL-2 in a cell-based reporter assay; IL-2 activation reporter assay, cell-based qHTS; stimulated with anti-CD3/CD4/CD28 beads; in transgenic mouse T cells; activation, % (series mostly up to about 46 µM); 360,000 tested, 0.065% active; in the data active = activation above about 50%; inconclusive = mostly about 30% to 49%; also: 0% is about no effect
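Readout: EGFP and DsRed signals by fluorescent plate cytometry. Unstimulated transgenic mouse T cells received compound 60 min before antibody-bead stimulation, then incubated 18 h at 37 degrees C.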
aSyn yeast inh – rescues yeast growth from alpha-synuclein toxicity. Potency, µM (doses to about 46.1 µM), without a hit: at the top dose growth rescue (activation), usual class: activators. Yeast expressing alpha-synuclein, growth rescue, BacTiter-Glo, 24 h. 370,000 tested, 0.14% active. AID 652106; also: potency is read from the fitted curve at half-maximal effect; % of control where 0% means no effect; nearly all actives have a fitted effect of over 65% in size
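Rescue of yeast growth: cells expressing toxic alpha-synuclein, induced in galactose at OD600 0.02, incubated with compound 24 h at 30 C. ATP luminescence quantified growth; inhibitors of toxicity appear as activators.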
WRN inhibitor – blocks human WRN helicase. AID 651768. WRN helicase unwinding, fluorescent forked duplex, kinetic. Potency, µM (highest dose often 114 µM), without a hit: at the top dose activity change, negative = inhibition, actives largely listed as inhibitors. 360,000 tested, 0.46% active. Q14191; also: potency is read from the fitted curve at half-maximal effect; % is scaled to controls: 0 for no effect and ±100 for the full control effect; nearly all actives have a fitted effect of over 55% in size
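WRN at 20 nM final was preincubated with compound for 15 min at room temperature; reaction started with 100 nM forked duplex oligonucleotide carrying fluorophore and quencher plus 2 mM ATP (final). Unwinding followed kinetically by red fluorescence (ex 525/em 598 nm).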
EPAC1 ag – activates human EPAC1 exchange factor; Potency, µM (series often up to 154 µM), for inactives: at the highest dose activation, most hits filed as activators; EPAC1 agonist qHTS, biochemical assay; response scale: 100% = response to 6.5 mM cAMP; O95398; 360,000 tested, 0.073% active; AID 720707; also: potency is read from the fitted curve at half-maximal effect; nearly all actives have a fitted effect of over 60% in size
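Read-out is the fluorescence drop as BODIPY-GDP leaves Rap1B (480 nm excitation, 540 nm emission), recorded every 5 minutes over 30 minutes. Reactions held 100 nM EPAC1, 250 nM Rap1B–BODIPY-GDP and 50 uM GDP, with 6.5 mM cAMP setting full activation.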
FUS suppressor – rescues growth of FUS-expressing yeast; S. cerevisiae FUS-expressing, growth rescue, OD600, 24 h; Potency, µM (doses to about 76.6 µM), without a hit: at the top dose growth rescue (activation), hits mostly activators; 390,000 tested, 0.24% active; AID 1347120;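 also: potency is read from the fitted curve at half-maximal effect; plate controls were DMSO vehicle for no effect and reference control for full effect; nearly all actives have a fitted effect of over 55% in size; some results filed as inactive show a strong effect at the top dose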
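Cultures pregrown in 2.5% raffinose medium are shifted to minimal medium containing 2% galactose to express toxic FUS. Compounds are tested at several concentrations. After 24hr at 30C, growth is quantified at 600 nm absorbance.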
PLK1 PBD block – inhibitors of human PLK1 polo-box domain binding; Potency, µM, without a hit: max response, negative = inhibition, most hits filed as inhibitors; 360,000 tested, 2.8% active; P53350; Plk1 PBD binding of FITC phosphopeptide, fluorescence polarization; AID 720504; also: potency is read from the fitted curve at half-maximal effect; series mostly up to about 57 µM; % is scaled to controls: 0 for no effect and ±100 for the full control effect; nearly all actives have a fitted effect of over 65% in size
PI5P4Ka inh – blocks human PI5P4K alpha kinase activity; PI5P4Kalpha enzyme, ADP-Glo luminescence, 60 min; active compounds read low; max response, %; 330,000 tested, 1.2% active; AID 652105; active = max response of -50% or lower; inconclusive = between -30% and -50%; inactive = -30% or higher; also: value at the top dose of about 77 µM; % is scaled to controls: 0 for no effect and ±100 for the full control effect
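Controls without substrate or without enzyme flank wells where PI5P4Kalpha converts substrate using 5 microM ATP (final). Incubation lasts 60 minutes at room temperature; ADP formed is read by ADP-Glo luminescence.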
Abeta rescue – compounds reversing amyloid beta toxicity in yeast | AID 1347071 | yeast expressing A-beta42, growth rescue, OD600, 48 h; response scale: 0% DMSO, 100% iron-clioquinol control | Potency, µM (highest dose often 46.1 µM), for inactives: at the highest dose growth rescue, hits mostly activators | 410,000 tested, 0.063% active; also: potency is read from the fitted curve at half-maximal effect; nearly all actives have a fitted effect of over 55% in size
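Yeast growth medium received pinned compounds, then yeast cells expressing toxic A-beta were added; plates incubated at 30 C for 48 hr. Growth read as absorbance at 600 nm, normalized to DMSO and equimolar FeCl3 plus clioquinol controls.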
The depositor's hits bear a star; ? = inconclusive; / = no result given; & = joins results of further samples; [ ] = remark or other dose. Unless noted, calls follow the shape of the dose curve; as a rule, active = well fitted curve in the direction sought with a large enough effect; inconclusive = small, poorly fitted or top-dose-only effect, or another doubt; inactive = no such curve, though single readings can be large; an effect the other way counts as inactive or inconclusive. No enrichment for hits; 4.1% or so of the library scored in one or more.

mol	PI5P4Ka inh	PLK1 PBD block	WRN inhibitor	Abeta rescue	aSyn yeast inh	EPAC1 ag	EPAC1 antagonist	FUS suppressor	IL-2 act
O=C(COC(=O)c1ccccc1)c1ccc(S(=O)(=O)N2CCCCC2)cc1	-13	0%	-7%	5%	2%	2%	0%	-1%	-3.0
CC(Oc1ccc(F)cc1)C(=O)NN (configuration not stated)	2	-4%	-21%[57.1 µM]	-4%	5%	-3%	-3%	-15%	-0.9
O=C(O)c1cccc(N2C(=O)c3cccc(Oc4ccc(Cl)cc4)c3C2=O)c1	-4	-19%	7%	-1%	0%	8%	-29%	-2%	-2.3
CCOC(=O)c1ccc(-n2ccnc2)c(NC(=O)c2cccc(Br)c2)c1	-6	-14%	2%	18%	0%	-1%	-25%	6%	1.1
COc1cccc(/C=N/NC(=O)c2ccncc2)c1OC(=O)c1ccc(Br)cc1	0	-25%	6%	-10%	15%	13%	-1%	?	-2.4
CCCNC(=O)Nc1ccc(C)cc1C	-3	-4%	2%	0%	-5%	1%	10%	-20%	-2.1
Cc1ccc(C(=O)c2no[n+]([O-])c2C(=O)c2ccc(C)cc2)cc1	-5	?	-15%	-63%[inhibitor]	-73%[inhibitor]	-6%	?	-11%	-3.4
COc1cc2c(cc1OC)C(C(=O)NCc1ccco1)C(c1cccs1)N(C)C2=O (configuration not stated)	/	-7%	12%	0%	-3%	1%	21%	19%	2.8
CCN(CC)CCCNc1nc2ccccc2c2nc(-c3ccncc3)nn12	2	?	-2%[11.6 µM]	6%	-1%	4%	-3%	15%	-4.9
CS(=O)(=O)Nc1ccc(C2=NN(C(=O)c3ccco3)C(c3ccc(F)cc3)C2)cc1 (configuration not stated)	-56*	-12%	-23%	0%	7%	2%	-2%	?	-2.4
O=C(Nc1ccccc1)N1CCC(n2c(=O)[nH]c3ccccc32)CC1	9	-5%	3%	6%	-4%	-4%	-7%	-2%	-2.4
COc1cccc(/C=N/NC(=O)c2ccc([N+](=O)[O-])cc2Cl)c1O	12	-7%	-6%	0%	27%	7%	1%	/	0.1
Cc1onc(-c2c(F)cccc2Cl)c1C(=O)Nc1c(C)n(C)n(-c2ccccc2)c1=O	/	-5%	1%[57.1 µM]	11%	3%	-4%	13%	-7%	0.9
O=C(N/N=C/c1cccnc1)c1ccc2c(c1)OCO2	0	5%	0%[57.1 µM]	-5%	3%	-4%	10%	10%	7.1
O=CN(/C=C1\Sc2ccccc2C1=O)Cc1ccccc1	2	-23%	-5%	-28%	-23%	2%	-5%	17%	-4.2
COc1ccc(NC(=O)c2ccccc2OCc2ccc(F)cc2)c(OC)c1	0	4%	-9%	-7%	24%	-2%	8%	-17%	-1.3
Cc1ccc(CSCCC(=O)NCCC2=CCCCC2)cc1	3	-7%	-8%	-11%	20%	6%	-14%	1%	-1.8
CSCCC(NC(=O)COc1ccccc1)C(=O)N(C)Cc1cccc(F)c1 (configuration not stated)	8	3%	-3%[11.6 µM]	12%	-2%[1.84 µM]	-8%	14%	?	0.3
CCCCn1c(=O)nc2n(-c3ccccc3C)c3ccccc3cc-2c1=O	-9	-11%	-13%	-6%	-2%	-3%	4%	/	-2.4
Cc1cc(C)c2nc(/N=C(\N)NC(=O)Nc3ccccc3)nc(C)c2c1	-23	-2%	38%[activator]	-35%[inhibitor]	-7%	-3%	-10%	40%	-1.2
O=c1ccn([C@@H]2O[C@H](CNS(=O)(=O)c3csc(-c4ccno4)c3)[C@@H](O)[C@H]2O)c(=O)[nH]1	-4	-14%	2%	-2%	0%	-7%	0%	-10%	-0.6
Cc1[nH]cc(Br)c(=O)c1Oc1ncc(C(F)(F)F)cc1Cl	1	0%	-1%	3%	3%	6%	2%	-11%	-0.4
COc1ccc(CNC(=O)c2ccc(N3CCC4(CC3)CC(c3ccc(Cl)cc3)=NO4)c(NC(=O)c3ccccc3)c2)cc1	0	3%	7%	-6%	1%	-6%	-11%	?	-0.1
COc1ccc(OC)c(NC(=O)C2CCN(Cc3cnn(-c4ccccc4)c3-n3cccc3)CC2)c1	2	0%	-5%	14%	4%	8%	-12%	14%	-3.8
O=C1C=C(OCCF)CC(c2ccccc2C(F)(F)F)O1 (configuration not stated)	0	3%	2%	0%	-1%	10%	-6%	-10%	0.0
CCCOc1cc(CC(=O)NCc2ccco2)ccc1OC	6	-4%	-14%	11%	5%	1%	-2%	-1%	-2.1
CCOC(=O)c1nnn(-c2nonc2N)c1CN(CC)c1ccccc1	2	-1%	-12%	21%	9%	-4%	-15%	23%	0.1
O=C1CSC(=Nc2ccccc2Cl)N1	5	-25%	4%	17%	6%	6%	-8%	18%	2.0
CN(C)S(=O)(=O)c1ccc(-c2csc(N/N=C/c3ccc(O)cc3)n2)cc1	-63*	-6%	-12%	16%	-8%	7%	-11%	16%	-5.2
COC(=O)c1cc(C(=O)N2CCN(C(=O)c3ccco3)CC2)cc([N+](=O)[O-])c1	3	-7%	-26%	1%	-6%	-4%	-1%	26%	-2.5

The results go on.
mol	PI5P4Ka inh	PLK1 PBD block	WRN inhibitor	Abeta rescue	aSyn yeast inh	EPAC1 ag	EPAC1 antagonist	FUS suppressor	IL-2 act
COc1cccc(C=Nc2ccccc2C(=O)Nc2nccs2)c1OC	-2	-1%	-15%	-11%	-11%	4%	-10%	-8%	0.4
CCc1ccc(N(C(=O)c2snc(C(N)=O)c2N)C(C(=O)NCC2CCCO2)c2cccs2)cc1 (configuration not stated)	-7	-5%	2%	9%	13%	8%	11%	31%	1.2
Cc1nn(CC(=O)NCc2cc3ccccc3[nH]2)c(C)c1[N+](=O)[O-]	-5	0%	11%	-18%	-5%	-15%	-6%	/	-0.5
Cc1ccc(NC(=O)CSc2nc(=O)cc(N)n2-c2ccccc2)cc1	8	1%	-5%	-5%&9%	3%	0%	0%	?	-1.8
CCC(=O)c1ccc(OCC(=O)N2CCCC2)c(OC)c1	-6	4%	7%	-6%	1%	-1%	13%	14%	0.6
O=C(NC1CCCCCC1)c1cccs1	/	-2%	-1%	-12%	1%	-4%	17%	34%	0.5
O=C(c1ccc(CNS(=O)(=O)c2ccc(F)cc2)cc1)N1CCCCCC1	-1	2%	6%	3%	9%	4%	-7%	0%	-3.0
Cc1cc(N2CCN(c3ccccc3)CC2)nc(-n2nc(C)cc2C)n1	/	-9%	-7%	-6%	0%	6%	-4%	37%	-4.8
O/N=C/c1cc(Br)ccc1OCc1cccc(F)c1	0	-4%	-8%	-91%[inhibitor]	-10%	23%	0%	6%	2.7
COc1ccccc1NS(=O)(=O)c1ccc2oc(SCc3ccc(C#N)cc3)nc2c1	2	-1%	-11%	17%	3%	5%	16%	?	-2.8
NC(=O)CC(NC(=O)Cc1ccc(Br)cc1)c1ccc(NCCc2ccc(Cl)cc2)c([N+](=O)[O-])c1 (configuration not stated)	-6	-4%	-4%	-7%	-2%	-18%	8%	28%	0.8
Cc1oc(-c2ccccc2Cl)nc1CS(=O)CC(=O)NCCCN1CC(C)CC(C)C1 (configuration not stated)	0	-8%	7%	6%	4%	6%	-10%	-1%	-3.1
COC(=O)CSc1nc(-c2ccccc2)nc2ccccc12	0	0%	-1%	-10%	-18%	0%	2%	-13%	2.2
Cc1ccc2c(c1)/C(=C/c1ccc(F)cc1)C(=O)N2	-5	-16%	-11%	-10%	-2%	-4%	?	-14%	-0.4
O=C1OCC2=C1C(c1ccc3c(c1)OCO3)Sc1ccccc1N2 (configuration not stated)	-1	3%	-9%	9%	-3%	8%	0%	-15%	-2.1
COc1cc(NC(=O)CNc2cccc(S(=O)(=O)N3CCOCC3)c2)cc(OC)c1	-3	-13%	10%	6%	-1%	-2%	3%	29%	-5.1
CCS(=O)(=O)N(CC(=O)Nc1cccc2ccccc12)c1ccc(OC)cc1	-13	-6%	5%	10%	-2%	2%	5%	/	1.3
CCOc1ccccc1N(C(=O)CNC(=O)c1ccco1)C(C(=O)NC1CCCC1)c1ccncc1 (configuration not stated)	3	-24%	-3%	0%	2%	1%	1%	-17%	-2.5
Cc1cc2c(cc1S(=O)(=O)N1CCc3ccccc31)NC(=O)CO2	2	-4%	-12%	21%	4%	2%	?	15%	-0.9
O=C(NCc1ccccc1)C(c1cc2ccccc2o1)n1c(=O)c(-c2cc3ccccc3[nH]2)nc2ccccc21 (configuration not stated)	1	9%	-5%	12%	?	6%	3%	?	0.1
Cc1nc2c(OCc3ccc(Cl)cc3Cl)cccn2c1N(C)Cc1cccs1	-11	-4%	-6%	16%	-26%	-1%	-2%	26%	-0.8
O=C(NCCCCNC(=O)c1c(F)c(F)c(F)c(F)c1F)c1c(F)c(F)c(F)c(F)c1F	/	-6%	0%	-3%	0%	7%	1%	19%	1.4
O=C(CNC(=O)c1ccccc1Cl)NCCc1cccs1	5	-5%	-6%	-2%	-6%	-2%	1%	-11%	6.8
COC(=O)c1ccc(S(=O)(=O)N2CCN(C)CC2)n1C	-1	-4%	2%	6%	-10%	15%	-18%	-27%	1.2
CC(Sc1nnc2c(n1)C1CCC2(C)C1(C)C)C(=O)Nc1ccccc1 (configuration not stated)	-5	2%	9%	8%	1%	-7%	-4%	/	0.5
O=c1[nH]c2c(c3c1CCCC3)CCCC2	/	-1%	1%	13%	2%	-6%	11%	-8%	-1.0
COc1ccc(C(C(=O)NC2CCCC2)N2CCc3ccccc32)cc1 (configuration not stated)	0	-4%	3%	-1%	-10%	-7%	-8%	22%	-2.2
